Assay outcomes deposited in PubChem by Sanford-Burnham Center for Chemical Genomics.
CHOP UPR activ: activators of apoptotic CHOP UPR arm, primary screen, cell-based, CHO-CHOP luciferase reporter, luminescence, uHTS; UPR activation; percent of tunicamycin response over DMSO baseline; activation, % at 10 µM; 330,000 tested, 0.34% active; AID 449763, 2010;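 active = at 10 µM dose, activation of 40% or more, normalized to positive control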;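 also: 100% = tunicamycin at 10 µg/mL and 0% = DMSO alone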
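Assay system: CHO cells with stable CHOP pathway luciferase reporter; Buffer or medium: F12 plus 10% serum; Times: 16-18 h cell attachment, then 6 h compound exposure, 37 °C; Signal: luciferase luminescence; Read-out basis: percent activation relative to tunicamycin control; Control set: tunicamycin high control, DMSO low control.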
tim23-1 inh: growth inhibitors of tim23-1 mutant yeast, primary screen, luminescence, uHTS | inhibition, % at 20 µM | S. cerevisiae tim23-1 growth, BacTiter-Glo luminescence, 24 h | 330,000 tested, 1.3% active | AID 463212, 2010;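 active = growth inhibition of the mutant yeast at or above 50%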;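 also: temperature-sensitive mutant grown at 25 °C; plate controls were DMSO-treated mutant yeast for no effect and medium wells lacking yeast for full effect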
697 NFkB inh: inhibitors of PMA/ionomycin-induced NF-kB reporter, 697 cells, primary screen, B-cell NF-kB inhibitor project, cell-based, luminescence, uHTS | 697 B-cell NF-kB luciferase reporter, 16 h | inhibition, % at 4 µM | 330,000 tested, 0.33% active; in the data active = inhibition above about 35%
APJ antagonist: antagonists of human apelin receptor APJ, primary screen, CHO-K1 cells, beta-arrestin complementation, luminescence. P35414. 330,000 tested, 0.32% active. inhibition, % at 20 µM;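 active = inhibition above about 40% at 20 µM, limit read from the data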;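 also: cells challenged with 10 nM apelin-13 agonist together with compound; plate controls were apelin-13 plus DMSO wells for no effect and DMSO wells lacking apelin-13 for full effect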
Mdm2 MdmX PPI: inhibitors of human Mdm2-MdmX association, primary screen, cell-based, luminescence, split luciferase, SaOS-2, uHTS; SaOS-2 split-luciferase Mdm2/MdmX complementation; inhibition, % at 8 µM; 330,000 tested, 3% active; Protein Mdm4 (Homo sapiens) + E3 ubiquitin-protein ligase Mdm2 (Homo sapiens), …; AID 485346, 2010;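 active = inhibition of at least 50% at 8 µM in the primary screen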
Target sequence (O15151 whole entry, looked up): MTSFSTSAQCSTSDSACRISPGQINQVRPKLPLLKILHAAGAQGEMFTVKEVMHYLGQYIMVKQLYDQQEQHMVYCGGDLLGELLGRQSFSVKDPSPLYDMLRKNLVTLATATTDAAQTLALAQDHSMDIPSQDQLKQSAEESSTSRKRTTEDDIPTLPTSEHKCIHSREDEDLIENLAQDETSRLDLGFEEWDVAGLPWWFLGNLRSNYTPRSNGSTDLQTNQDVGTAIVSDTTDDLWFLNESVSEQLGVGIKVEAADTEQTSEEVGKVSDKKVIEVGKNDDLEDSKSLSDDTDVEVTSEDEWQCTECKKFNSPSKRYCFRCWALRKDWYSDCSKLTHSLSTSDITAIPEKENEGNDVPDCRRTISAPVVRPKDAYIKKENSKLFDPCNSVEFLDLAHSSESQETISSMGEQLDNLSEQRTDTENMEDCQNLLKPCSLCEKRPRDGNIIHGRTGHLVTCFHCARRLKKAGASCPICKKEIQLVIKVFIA
Target sequence (Q00987 whole entry, looked up): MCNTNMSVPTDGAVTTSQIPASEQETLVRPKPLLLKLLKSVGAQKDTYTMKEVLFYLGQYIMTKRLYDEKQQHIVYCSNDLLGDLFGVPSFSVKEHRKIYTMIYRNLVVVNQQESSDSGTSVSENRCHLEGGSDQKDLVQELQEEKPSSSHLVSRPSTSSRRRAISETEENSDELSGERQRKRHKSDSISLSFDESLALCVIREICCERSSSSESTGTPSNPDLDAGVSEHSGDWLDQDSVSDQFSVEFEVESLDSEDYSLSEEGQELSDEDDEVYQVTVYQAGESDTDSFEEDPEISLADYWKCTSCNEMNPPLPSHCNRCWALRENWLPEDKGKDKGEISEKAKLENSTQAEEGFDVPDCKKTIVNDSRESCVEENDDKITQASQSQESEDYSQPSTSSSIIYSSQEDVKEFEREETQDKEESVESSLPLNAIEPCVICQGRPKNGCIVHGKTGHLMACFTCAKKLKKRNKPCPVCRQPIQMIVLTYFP
Jurkat NFkB inh: inhibitors of induced NF-kB luciferase reporter, primary screen, TCR NF-kB activation inhibitor project, cell-based, luminescence, uHTS | inhibition, % at 4 µM | 330,000 tested, 0.53% active | Jurkat, PMA/ionomycin-induced NF-kB luciferase reporter; in the data active = inhibition above about 50%
APJ ag: agonists of human apelin receptor APJ, primary screen, CHO-K1 cells, PathHunter beta-arrestin, luminescence; AID 2520, 2010; activation, % at 20 µM; 0% DMSO wells, 100% apelin; 330,000 tested, 0.11% active;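 active = activation more than six SD over the plate average, tested at 20 µM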;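 also: 0% = DMSO alone and 100% = apelin-13 at 10 nM; some results filed as inactive read as strong as hits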
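Test system: CHO-K1 APJ beta-arrestin complementation cell line. Amount: cell density 1000 per well. Controls: DMSO negative, 10 nM Apelin-13 positive. Signal: luminescent beta-gal fragment complementation, chemiluminescent substrate. Read-out basis: agonist-driven arrestin binding to APJ. Timing: compound stimulation 90 min at 25 °C, detection 60 min.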
XBP1 UPR activ: activators of adaptive XBP1 UPR arm, primary screen, cell-based, CHO-XBP1 luciferase reporter, luminescence, uHTS. IRE1-XBP1 UPR activation; percent of tunicamycin response, DMSO as zero. activation, % at 20 µM. 330,000 tested, 0.33% active. AID 463104, 2010;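 active = versus positive control, 20 µM dose yields 30% or more activation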;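 also: 100% = tunicamycin at 10 µg/mL and 0% = DMSO only wells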
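Test system: CHO-XBP1 luciferase reporter cells | Buffer or medium: Serum-containing F12 medium, 10% FBS | Schedule: 6 h compound exposure at 37 °C, 5% CO2 | Detection: Steady-Glo luciferase glow luminescence, 10 min after reagent addition | Read-out basis: Activation, % of tunicamycin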
* = called active by the depositor. Compounds were not picked by outcome (roughly 5% active in at least one column).

SMILES | CHOP UPR activ | tim23-1 inh | 697 NFkB inh | APJ antagonist | Mdm2 MdmX PPI | Jurkat NFkB inh | APJ ag | XBP1 UPR activ
Cc1ccc(S(=O)(=O)N2CCCCC2)cc1NC(=O)CN1C(=O)CN(C)C1=O | -0.6 | 11.0 | 6.3 | 7.1 | -16.6 | 21.3 | -0.7 | -5.1
CSCC(CO)NS(=O)(=O)c1ccc(C)cc1 (stereo not given) | 1.0 | 5.2 | 4.1 | -16.4 | -18.6 | -6.0 | -1.4 | -2.9
COc1ccc(Cl)cc1NC(=O)CSc1nnc(COc2ccccc2)n1C | 0.8 | 20.2 | -5.2 | -2.9 | 25.1 | 24.5 | 2.7 | -3.2
O=c1c2ccccc2nnn1CSc1nnc(Nc2ccccc2)s1 | 2.0 | 8.6 | -35.0 | 15.7 | 36.9 | -12.5 | 0.2 | 17.6
CCOc1cc(C)c(S(=O)(=O)N2CCCC2)cc1C | -0.7 | 13.5 | -5.9 | -4.1 | 35.2 | 15.1 | -5.6 | -0.5
O=C(c1ccco1)c1cc2c(ccc3ccccc32)oc1=O | -1.2 | -20.8 | 5.3 | 8.2 | 8.6 | -15.6 | -0.7 | 2.3
COc1ccc(CCN(Cc2nc3ccccc3c(=O)[nH]2)C(=O)C2CC2)cc1 | -0.9 | 4.5 | -7.3 | 8.6 | 5.8 | 4.2 | 2.7 | -4.2
COc1ccc(/C=C2\C(=O)OCc3cc(OC)c(OC)cc32)cc1OC | -0.3 | 23.5 | 2.3 | 7.2 | 4.4 | 8.3 | -1.4 | 3.8
CCC(=O)Oc1ccc(C(=O)Nc2cccc(C(=O)NCC(C)C)c2)cc1 | -1.8 | 5.1 | -3.4 | 16.0 | 11.9 | 8.0 | -2.5 | -0.2
Cc1cccc(C(=O)N2CCc3cc(-c4nc(NC(=O)CN5CCCC5)sc4C)ccc32)c1 | -0.5 | 22.9 | 8.2 | -2.3 | 22.7 | 5.5 | -2.5 | -4.0
C[C@H](CO)N1C[C@H](C)[C@@H](CN(C)C(=O)Nc2ccc(C(F)(F)F)cc2)Oc2c(NC(=O)Nc3ccc4c(c3)OCO4)cccc2C1=O | 2.0 | 11.2 | -15.5 | 12.7 | 18.5 | -4.0 | -1.9 | -0.9
COc1ccc(CN(C(=O)c2cc3ccccc3oc2=O)C2CCS(=O)(=O)C2)cc1 (stereo not given) | 2.1 | 1.3 | 19.4 | 10.0 | 23.3 | 6.2 | -5.1 | 1.2

Brought forward from above: two compounds, followed by the next part.
SMILES | CHOP UPR activ | tim23-1 inh | 697 NFkB inh | APJ antagonist | Mdm2 MdmX PPI | Jurkat NFkB inh | APJ ag | XBP1 UPR activ
C[C@H](CO)N1C[C@H](C)[C@@H](CN(C)C(=O)Nc2ccc(C(F)(F)F)cc2)Oc2c(NC(=O)Nc3ccc4c(c3)OCO4)cccc2C1=O | 2.0 | 11.2 | -15.5 | 12.7 | 18.5 | -4.0 | -1.9 | -0.9
COc1ccc(CN(C(=O)c2cc3ccccc3oc2=O)C2CCS(=O)(=O)C2)cc1 (stereo not given) | 2.1 | 1.3 | 19.4 | 10.0 | 23.3 | 6.2 | -5.1 | 1.2
CCCCN(C(=O)/C=C/c1ccccc1)C1CCS(=O)(=O)C1 (stereo not given) | -2.3 | 15.0 | 15.9 | -4.7 | -1.4 | -4.4 | -4.3 | 1.1
COc1ccc(C(=O)COC(=O)c2nc3nccc(C)n3n2)cc1F | 22.3 | 9.7 | 9.1 | -3.3 | -6.6 | 4.1 | -3.2 | -0.6
Cc1ccc(C2C(C#N)=C(N)Oc3n[nH]c(-c4cccs4)c32)s1 (stereo not given) | 1.8 | 42.8 | 16.2 | -5.4 | 21.3 | -9.8 | -1.1 | 0.0
CCCCCC(=O)NN1C(=S)N(c2ccc(OC)cc2)C(=O)C1CC(=O)Nc1ccccc1 (stereo not given) | -0.9 | 18.4 | -7.6 | -0.1 | 13.1 | -15.4 | -1.0 | -4.5
Cc1cc(C)cc(NC(=O)c2ccc(NC(=O)C3C4CC5OC(=O)C3C5C4)cc2)c1 (stereo not given) | 1.0 | 8.9 | 31.3 | -17.6 | 16.2 | 7.6 | 0.8 | -1.8
CCC(C)(C)C1CCC(=NNc2nc3ccccc3[nH]2)CC1 (stereo not given) | -1.0 | 14.1 | 3.1 | 19.8 | 23.3 | -5.7 | -2.4 | 0.5
CCCSC(=S)NC1CCS(=O)(=O)C1 (stereo not given) | 0.2 | 8.6 | 8.7 | 17.2 | 6.4 | 11.2 | 4.5 | -7.6
Cc1ccc(-n2ncc3c(NCc4ccc5c(c4)OCO5)ncnc32)c(C)c1 | -0.3 | 9.3 | -16.8 | -17.5 | 15.7 | -15.5 | -1.5 | 0.3
Cc1ccc(C2NC(c3ccc(C)cc3)C(C)C(=NO)C2C)cc1 (stereo not given) | 1.8 | 39.4 | 0.0 | 10.6 | 36.6 | 15.6 | -1.9 | -2.5
O=C(c1ccccc1)c1ccc(OCC(O)CNC2CCCc3ccccc32)cc1 (stereo not given) | 3.5 | 4.9 | 28.2 | 0.2 | 4.2 | 1.9 | -3.6 | -1.9
CC(=O)n1c(C=Nc2ccc(Cl)cc2)c(O)c2ccccc21 | 1.0 | 20.3 | -0.7 | 8.5 | -2.4 | -0.4 | 0.2 | 6.3
c1ccc(CN2CCN(c3ncccn3)CC2)cc1 | 1.0 | 13.6 | 3.3 | 13.4 | -16.6 | 8.8 | -3.4 | -0.9

Of the compounds above, 3 contain an NH in an aromatic ring:
SMILES | CHOP UPR activ | tim23-1 inh | 697 NFkB inh | APJ antagonist | Mdm2 MdmX PPI | Jurkat NFkB inh | APJ ag | XBP1 UPR activ
COc1ccc(CCN(Cc2nc3ccccc3c(=O)[nH]2)C(=O)C2CC2)cc1 | -0.9 | 4.5 | -7.3 | 8.6 | 5.8 | 4.2 | 2.7 | -4.2
Cc1ccc(C2C(C#N)=C(N)Oc3n[nH]c(-c4cccs4)c32)s1 (stereo not given) | 1.8 | 42.8 | 16.2 | -5.4 | 21.3 | -9.8 | -1.1 | 0.0
CCC(C)(C)C1CCC(=NNc2nc3ccccc3[nH]2)CC1 (stereo not given) | -1.0 | 14.1 | 3.1 | 19.8 | 23.3 | -5.7 | -2.4 | 0.5

(next part)
SMILES | CHOP UPR activ | tim23-1 inh | 697 NFkB inh | APJ antagonist | Mdm2 MdmX PPI | Jurkat NFkB inh | APJ ag | XBP1 UPR activ
CCC(c1nnnn1CCc1ccccc1)N(Cc1ccco1)Cc1cc2cc(C)cc(C)c2[nH]c1=O (stereo not given) | 2.9 | 19.3 | 5.3 | 10.0 | 46.8 | -10.7 | -0.3 | -3.9
Cc1csc(=O)n1CCC(=O)OCC(=O)Nc1cccc(C#N)c1 | 1.7 | 1.9 | -1.0 | 16.6 | 3.7 | -9.6 | -3.4 | -1.1
CCc1c(C)nc(N)n2c(SCC(=O)N3CCCc4ccccc43)nnc12 | -2.1 | 22.8 | 16.9 | -9.6 | 0.6 | 5.2 | -2.5 | -0.7
COc1ccc(C(C)NC(=O)c2ccncc2)cc1 (stereo not given) | 1.7 | -23.9 | -5.1 | 3.5 | 13.1 | 3.1 | 1.4 | -7.2
COC(Cn1c(C)c(C(C)=O)c(C(C)=O)c1C)OC | -0.4 | -3.9 | 12.8 | 5.6 | -0.2 | 21.0 | 0.1 | 23.4
O=C(O)c1ccc(N/N=C/c2ccc(-c3cccc(Cl)c3)o2)cc1 | 3.4 | 32.4 | -195.5 | -11.8 | -118.9 | -80.0 | 1.5 | 2.4
Cn1c(=O)n(C)c2cc(S(=O)(=O)N3CCN(c4ccccc4)CC3)ccc21 | -1.4 | 6.0 | 4.7 | -3.8 | -5.0 | -2.8 | -2.6 | -2.6
CCOC(=O)C1CCCN(c2cc(C)nc3cc(-c4ccc(F)cc4)nn23)C1 (stereo not given) | 3.8 | 45.7 | -24.6 | 6.4 | 36.5 | 6.9 | -1.7 | 2.1
CC(C)CCOc1ccc(C(=O)N2CCCC2C(=O)O)cc1 (stereo not given) | -1.4 | -3.2 | 3.6 | 2.6 | 8.8 | -19.2 | -1.8 | -4.2
Cc1ccc(Nc2nnc(SCC(=O)NCC3CCCO3)s2)cc1 (stereo not given) | 1.7 | 8.0 | 2.1 | -3.5 | -11.3 | 13.8 | 0.2 | 1.1
COc1ccccc1N1CCN(C(=O)C(=O)c2c(C)[nH]c3ccccc23)CC1 | -2.4 | 14.2 | -13.7 | -8.4 | 3.1 | 7.7 | 7.3 | -5.2
CCOC(=O)N1CCN(C(=O)c2oc3ccc(S(=O)(=O)N4CCCCCC4)cc3c2C)CC1 | 4.1 | 20.4 | -14.2 | 8.1 | -3.1 | 9.9 | -1.8 | 0.2
Cc1ccccc1C(=O)N1CCN(c2ccc(NC(=O)c3cccnc3)cc2)CC1 | -0.8 | 15.0 | -11.1 | -20.2 | 16.8 | -13.3 | 1.8 | -3.5
Nc1nc(NS(=O)(=O)c2ccc(Cl)cc2)nn1-c1ccccc1 | 0.5 | 6.1 | -1.3 | 6.1 | -15.1 | 4.7 | 2.0 | -1.6
CC(C)CN(C(=O)CSc1nnc(-c2cccs2)n1N)c1c(N)n(Cc2ccccc2)c(=O)[nH]c1=O | 0.3 | -0.9 | 19.1 | 14.8 | 35.6 | 7.3 | 3.5 | 0.1
N=c1c2c(-c3ccccc3)c(-c3ccccc3)oc2ncn1Cc1ccco1 | -2.7 | 11.3 | -44.3 | 2.5 | 25.4 | -8.9 | -11.0 | -1.5
COc1cccc(OCC(=O)N(Cc2nc(-c3ccc(Cl)cc3)no2)C(C)C)c1 | -1.2 | 20.4 | -15.7 | 10.6 | 17.0 | -5.9 | -4.1 | -1.4
Cc1cc2c(cc1[N+](=O)[O-])NC(CNC(C)C)CC2 (stereo not given) | -1.4 | 2.0 | -10.2 | 11.6 | 16.4 | 10.5 | -5.4 | -0.9
Cc1ccc(CCNC(=O)c2cc(-c3ccncc3)nc3ccccc23)cc1 | -1.0 | 19.9 | -0.2 | -1.3 | 14.6 | 7.1 | -1.6 | -1.9
COc1ccc(CCNC(=O)CCCn2c(=O)[nH]c3cc(OC)c(OC)cc3c2=O)cc1OC | 0.8 | 4.0 | 13.9 | 0.0 | -10.2 | 7.8 | -1.3 | -1.5
CC(C)N=C(NS(=O)(=O)c1cccs1)c1ccccc1 | 1.0 | 10.2 | -45.9 | -30.3 | 10.5 | -8.4 | 5.3 | -2.2
CNC(=O)c1[nH]cnc1C(=O)Nc1cccc(OC)c1 | 1.5 | 13.0 | 2.0 | -5.3 | 19.9 | -2.9 | -3.5 | 0.9
COC(=O)[C@H](C)NC(=O)NCc1ccco1 | 2.3 | 0.2 | 17.1 | 3.7 | -17.0 | -7.1 | 0.1 | -0.7
Cc1ccc(N(CC(=O)NCc2ccccn2)S(=O)(=O)c2ccccc2)cc1Cl | 8.2 | 27.6 | -3.8 | 10.7 | -9.4 | 20.4 | -5.5 | -2.2
CC(=O)OCC(OC(C)=O)C(OC(C)=O)C(OC(C)=O)C(=O)Nc1ccccc1 (stereo not given) | -1.9 | 11.2 | 7.0 | 2.7 | -0.1 | 2.0 | -4.0 | -3.6
COc1ccc(C(=O)N=C2SC3CS(=O)(=O)CC3N2Cc2ccc(F)cc2)cc1 (stereo not given) | 0.7 | 3.4 | -6.8 | -21.8 | 51.0* | -15.4 | -6.2 | -3.1
